Source: PubChem
NPY1 pot ag = potentiates or activates human NPY-Y1 receptor | NPY-Y1 expressing cells, potentiator/agonist activation | activation, % at 3.6 µM | AID 1304 | 220,000 compounds, 0.37% hits | P25929; in the data active = activation above about 33%, passing the limit was not always enough;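 also: cells stimulated with NPY at EC10 then isoproterenol at EC100; 0% = low agonist plus stimulus and 100% = saturating agonist plus stimulus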
Target sequence (P25929 whole entry, looked up): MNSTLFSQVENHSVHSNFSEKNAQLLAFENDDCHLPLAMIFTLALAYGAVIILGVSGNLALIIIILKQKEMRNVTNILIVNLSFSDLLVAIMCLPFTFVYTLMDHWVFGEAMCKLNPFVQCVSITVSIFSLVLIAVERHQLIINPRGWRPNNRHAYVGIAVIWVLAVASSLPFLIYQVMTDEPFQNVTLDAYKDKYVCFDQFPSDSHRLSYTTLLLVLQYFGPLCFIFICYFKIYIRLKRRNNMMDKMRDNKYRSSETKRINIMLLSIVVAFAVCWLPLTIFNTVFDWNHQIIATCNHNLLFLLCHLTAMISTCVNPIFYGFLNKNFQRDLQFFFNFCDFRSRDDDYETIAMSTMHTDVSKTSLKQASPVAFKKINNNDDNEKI
p97 inhibitor = inhibitors of human p97 ATPase. 220,000 compounds, 0.42% hits. recombinant p97 ATPase, Kinase-Glo ATP luminescence, 3 h. inhibition, % at 8 µM. AID 1481; in the data active = inhibition above about 15%;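 also: 0% = DMSO vehicle and 100% = wells lacking enzyme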
NPY-Y2 PAM-ag = potentiates or activates human NPY-Y2 receptor; P49146; cells expressing NPY-Y2, potentiator/agonist read-out; activation, % at 3.6 µM; 220,000 compounds, 0.45% hits; AID 1359; in the data active = activation above about 27%;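 also: cells stimulated with NPY near EC25 plus isoproterenol at EC100; 0% = vehicle plus submaximal agonist and 100% = vehicle plus saturating agonist; some results beyond the cut were filed as inactive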
Target sequence (P49146 whole entry, looked up): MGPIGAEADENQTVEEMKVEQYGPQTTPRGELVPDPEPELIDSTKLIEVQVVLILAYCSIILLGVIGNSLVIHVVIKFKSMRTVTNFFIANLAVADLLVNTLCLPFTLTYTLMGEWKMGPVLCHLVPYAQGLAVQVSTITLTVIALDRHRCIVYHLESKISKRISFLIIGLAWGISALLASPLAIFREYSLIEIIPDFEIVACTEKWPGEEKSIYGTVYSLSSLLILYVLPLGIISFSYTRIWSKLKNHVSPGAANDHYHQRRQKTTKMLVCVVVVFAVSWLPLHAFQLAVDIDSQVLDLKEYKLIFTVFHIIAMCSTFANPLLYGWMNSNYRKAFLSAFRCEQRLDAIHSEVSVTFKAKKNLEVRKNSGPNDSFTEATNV
Hck-Nef inh = inhibitors of human Hck kinase activated by Nef | Recombinant Hck-YEEI plus Nef, Z-Lyte FRET kinase assay | inhibition, % at 20 µM | P08631 | 220,000 compounds, 0.68% hits;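 active = Hck-Nef kinase inhibition above about 50%, limit read from the data; inactive = inhibition below that limit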;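 also: 0% = DMSO with Hck plus Nef and 100% = Hck alone without Nef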
MDM2 E3 inh = Mdm2 E3 ligase (human) inhibition. 210,000 compounds, 0.11% hits. signal enhancement, % at 5 µM. cell-based MDM2 ubiquitination luciferase reporter, 2 h; 0 = plate control, 100 = twice control, blank-subtracted. AID 1230. Q00987;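 active = signal enhancement of 30% or more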;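 also: luminescence tracks abundance of the self-degrading MDM2-luciferase fusion protein; higher signal means inhibition of MDM2 E3 ligase activity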
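system = mammalian cells stably expressing self-ubiquitinating, self-degrading MDM2 E3–luciferase fusion | quantity = 2000 cells per well seeded | incubation = 4 h cell settling then 2 h compound exposure, 37 °C | signal = SteadyLite luminescence, 15 min reagent step | benchmarks = plate control and blank wells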
NPY-Y1 antag = blocks the human neuropeptide Y Y1 receptor; P25929; HEK293-CNG Y1 cells, membrane potential fluorescence; NPY at EC95, then isoproterenol; inhibition, % at 3.6 µM; 200,000 compounds, 1% hits; AID 1040;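 active = inhibition above the campaign mean inhibition of all tested compounds plus 3 SD, cut at about 20% in these data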;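 also: 0% = DMSO wells given NPY plus isoproterenol and 100% = isoproterenol alone without NPY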
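System: HEK293 cells with Y1 receptor plus CNG channel / Probe or stimulus: NPY 25 nM then isoproterenol 1 µM plus Ro 20-1724 25 µM / Compound: one concentration, 3.6 µM, in 0.4% DMSO / Schedule: compound incubation 1 h at room temperature, readout 45 min post-stimulation / Measured by: membrane potential fluorescence / Read-out: % inhibition of NPY effect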
Runt-CBFb FRET = blocks binding of human RUNX1 Runt domain to CBFb | Q01196+Q13951 | Cerulean-Runt/Venus-CBFb FRET ratio 530/480, 1 h | AID 1496 | 220,000 compounds, 0.46% hits | inhibition, % at 20 µM;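 active = inhibition over about 50% at 20 µM in the single-dose screen, limit read from the data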;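 also: 0% = DMSO wells and 100% = excess unlabeled CBFb competitor control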
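Assay system: Cerulean-tagged RUNX1 Runt domain (FRET donor) fusion protein / Amount: 100 nM each of Venus-CBFb and Cerulean-Runt domain / Medium: Tris buffer pH 7.5 with salts and BSA / Also added: Venus-CBFb 100 nM / Schedule: 1 h complex formation plus 1 h compound treatment, room temperature / Signal: FRET fluorescence / Read-out: loss of energy transfer signal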
RBBP9 inh = inhibitors of human serine hydrolase RBBP9 | O75884 | recombinant RBBP9, FP-Rh probe fluorescence polarization | inhibition, % at 7.94 µM | 220,000 compounds, 0.2% hits | AID 1515;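 active = inhibition above the campaign mean of all tested compounds plus 3 SD, cut at about 14% in these data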;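 also: plate controls were DMSO wells with RBBP9 for no effect and wells lacking RBBP9 protein for full effect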
Target sequence (O75884 whole entry, looked up): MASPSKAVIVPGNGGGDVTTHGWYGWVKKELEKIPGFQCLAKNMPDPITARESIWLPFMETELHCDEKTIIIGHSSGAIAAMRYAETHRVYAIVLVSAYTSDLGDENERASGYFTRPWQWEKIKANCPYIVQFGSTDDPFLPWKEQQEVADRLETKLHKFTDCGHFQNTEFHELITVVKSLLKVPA
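Test system: recombinant human RBBP9; Timing: 30 min then 45 min, 25 °C; Detection: fluorescence polarization; Control set: RBBP9 with DMSO as uninhibited control, no-protein wells as full inhibition; Compound dosing: one concentration, 7.94 µM nominal, 0.794% DMSO; Probe or stimulus: FP-Rh activity-based probe, 375 nM before mixing.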
Runt-SMMHC FRET = Runt domain-CBFb-SMMHC interaction inhibition; Q01196+Q13951; Cerulean-Runt/Venus-CBFb-SMMHC FRET ratio 530/480, 1 h; inhibition, % at 20 µM; 220,000 compounds, 0.74% hits;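 active = mean inhibition across duplicate retests at 20 µM reaching about 50%, limit read from the data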;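 also: 0% = DMSO wells and 100% = wells with excess untagged CBFb-SMMHC; inhibitors lower the FRET ratio by blocking Runt binding to CBFb-SMMHC; some results filed as inactive read as strong as hits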
The depositor's hits bear a star; nt = no result given.

SMILES	NPY1 pot ag	p97 inhibitor	NPY-Y2 PAM-ag	Hck-Nef inh	MDM2 E3 inh	NPY-Y1 antag	Runt-CBFb FRET	RBBP9 inh	Runt-SMMHC FRET
O=C(Nc1ccc(-n2nncc2-c2ccco2)cc1)c1ccc(F)cc1	-16	3	-4	1	3	-4	-1	0	2
C=C(C)COc1ccc(-c2[nH]ncc2Oc2ccccc2OCC)c(O)c1	37	-2	6	9	-6	1	0	-5	0
COc1ccc(C2NC(c3ccc(OC)cc3OC)C(C)C(=O)C2C)c(OC)c1 (stereo unspecified)	-39	-1	-11	-4	11	7	-2	-4	0
O=C(c1ccco1)N1CCN(c2ccc([N+](=O)[O-])cc2Cl)CC1	17	-1	-12	36	nt	nt	9	-1	1
CC1CCc2cc(F)ccc2N1C(=O)c1cc2nc(-c3ccco3)cc(C(F)(F)F)n2n1 (stereo unspecified)	10	2	8	4	1	-4	0	-4	3
CCOC(=O)N1CCN(Cc2ccccn2)CC1	9	2	-4	1	-4	3	-2	6	2
COc1cc(S(=O)(=O)N2CCCCC2)ccc1NC(=O)c1ccccc1Cl	-16	1	-8	9	7	1	-1	-3	3
COC(=O)c1ccccc1NC(=O)c1noc2c1CC(C(C)(C)C)CC2 (stereo unspecified)	-13	4	5	0	-13	0	-3	-3	2
CCn1cc(CNC(=O)c2cc(-c3ccccc3OC)nc3ccccc23)c(C)n1	6	1	-1	6	-12	-2	0	2	1
Cc1ccccc1NC(=O)/C(C#N)=C\c1cccnc1	-1	1	-13	0	-6	-1	-1	-2	3
CCNC(=S)NNC(=O)c1nn(C)c(C)c1Cl	17	2	-5	17	-9	0	3	-4	-2
O=C1C(C2=NC(c3ccccn3)C3C(=O)N(c4ccc(Cl)cc4Cl)C(=O)C23)=C(O)c2ccccc21 (stereo unspecified)	6	6	17	23	nt	nt	-4	3	-3
COc1ccc(C(=O)N2CCN(S(=O)(=O)c3ccccc3)CC2)c(OC)c1	-5	3	12	-8	-10	10	0	0	-1
Cc1onc(-c2c(Cl)cccc2Cl)c1C(=O)Nc1ccc(N2CCOCC2)cc1	10	12	7	10	-11	nt	3	0	-5
COc1cnc(NS(=O)(=O)c2ccc(N)cc2)nc1	2	6	6	-7	nt	-2	1	-3	0
O=C(Nc1ccccc1C(=O)OCc1nnc(-c2ccccc2)o1)c1ccco1	-38	4	-4	2	9	11	1	8	2
CCOc1cc(C#N)c(NC(=O)c2cccnc2)cc1OCC	0	-4	12	-1	-5	5	1	-4	6
CCOc1ccc(Nc2ncnc(N)n2)cc1	-7	1	13	2	-12	1	1	0	0
COc1ccc(OCC(=O)OCC(=O)Nc2ccc(S(=O)(=O)N3CCCCC3)cc2)cc1	-2	3	8	-1	-16	6	0	-1	3
Cc1ccc(C)n1-c1cc([N+](=O)[O-])ccc1-n1ccnc1	-16	-3	-5	-8	-1	nt	-2	0	-4
CCOC(=O)Cn1c(=O)oc2cc(S(=O)(=O)Nc3cc(OCC)ccc3OCC)ccc21	22	6	25	1	-7	-6	-2	-2	-2
C/C(=N\NC(=O)c1cc2c(s1)CCC(C)C2)c1ccncc1 (stereo unspecified)	-17	5	17	11	4	3	-8	3	-1
CC(C)NC(=S)N/N=C1\CCCc2ccccc21	-11	-1	-3	8	-1	7	-2	-7	1
COc1ccccc1/C=C1\SC(=S)N(CCC(=O)NC2=NCCS2)C1=O	0	-1	4	2	-10	2	-19	-1	-59
Cc1ccc(S(=O)(=O)N(CC(=O)O)Cc2ccccc2F)cc1	-12	1	5	5	-12	-1	0	0	-1

Taken from above.
Result for `CC(C)NC(=S)N/N=C1\CCCc2ccccc21` under Runt-CBFb FRET: -2
Result for `COC(=O)c1ccccc1NC(=O)c1noc2c1CC(C(C)(C)C)CC2` (stereo unspecified) under RBBP9 inh: -3

Six of the entries above in order of the NPY1 pot ag value, lowest first:
SMILES,NPY1 pot ag,p97 inhibitor,NPY-Y2 PAM-ag,Hck-Nef inh,NPY-Y1 antag,Runt-CBFb FRET,RBBP9 inh,Runt-SMMHC FRET
O=C(Nc1ccccc1C(=O)OCc1nnc(-c2ccccc2)o1)c1ccco1,-38,4,-4,2,11,1,8,2
Cc1ccc(C)n1-c1cc([N+](=O)[O-])ccc1-n1ccnc1,-16,-3,-5,-8,nt,-2,0,-4
Cc1ccc(S(=O)(=O)N(CC(=O)O)Cc2ccccc2F)cc1,-12,1,5,5,-1,0,0,-1
COc1ccc(C(=O)N2CCN(S(=O)(=O)c3ccccc3)CC2)c(OC)c1,-5,3,12,-8,10,0,0,-1
O=C1C(C2=NC(c3ccccn3)C3C(=O)N(c4ccc(Cl)cc4Cl)C(=O)C23)=C(O)c2ccccc21 (stereo unspecified),6,6,17,23,nt,-4,3,-3
C=C(C)COc1ccc(-c2[nH]ncc2Oc2ccccc2OCC)c(O)c1,37,-2,6,9,1,0,-5,0

By substructure, the compounds so far with a Cl atom.
SMILES	NPY1 pot ag	p97 inhibitor	NPY-Y2 PAM-ag	Hck-Nef inh	MDM2 E3 inh	NPY-Y1 antag	Runt-CBFb FRET	RBBP9 inh	Runt-SMMHC FRET
O=C(c1ccco1)N1CCN(c2ccc([N+](=O)[O-])cc2Cl)CC1	17	-1	-12	36	nt	nt	9	-1	1
COc1cc(S(=O)(=O)N2CCCCC2)ccc1NC(=O)c1ccccc1Cl	-16	1	-8	9	7	1	-1	-3	3
CCNC(=S)NNC(=O)c1nn(C)c(C)c1Cl	17	2	-5	17	-9	0	3	-4	-2
O=C1C(C2=NC(c3ccccn3)C3C(=O)N(c4ccc(Cl)cc4Cl)C(=O)C23)=C(O)c2ccccc21 (stereo unspecified)	6	6	17	23	nt	nt	-4	3	-3
Cc1onc(-c2c(Cl)cccc2Cl)c1C(=O)Nc1ccc(N2CCOCC2)cc1	10	12	7	10	-11	nt	3	0	-5

Following part:
SMILES	NPY1 pot ag	p97 inhibitor	NPY-Y2 PAM-ag	Hck-Nef inh	MDM2 E3 inh	NPY-Y1 antag	Runt-CBFb FRET	RBBP9 inh	Runt-SMMHC FRET
Cc1cc(OCC(=O)O/N=C(\N)c2ccccc2)ccc1Br	-15	2	-4	5	3	11	-2	-2	-2
O=S(=O)(NCC1CCCO1)c1cccc2nsnc12 (stereo unspecified)	7	-4	-10	2	-20	-6	0	8	4
CC(C)(C)C(=O)CSc1ncccn1	2	4	9	21	-4	-4	58*	0	42
O=C(CNC1CCCCCC1)Nc1ccc(N2CCCC2)cc1	17	0	-10	2	-3	-5	nt	-8	0
COc1cc(CC(=O)NCc2ccccn2)cc(OC)c1OC	-19	-2	4	-1	-9	-1	2	-4	6
CCOC(=O)C1=C(N)OC2=C(C(=O)CCC2)C1c1ccccc1OC (stereo unspecified)	16	5	1	16	0	-5	nt	-4	nt
Cc1ccc(NC(=O)C2(N3CCC3=O)CCCCC2)cc1	10	4	-15	23	-2	3	-2	-8	3
Cc1nnc(C)c2c(C)n(C(c3ccccc3)c3ccccc3)c(C)c12	13	3	-1	2	-16	11	0	-5	-1
CCC(=O)Nc1nonc1-c1nc2ccccc2n1Cc1cccc2ccccc12	-108	-5	-57	11	-1	19	-2	-8	-2
O=C(c1ccc(Br)cc1)c1cc([N+](=O)[O-])ccc1N1CCOCC1	13	0	7	22	-1	17	-1	-2	-2
O=C(O)CCn1c(-c2ccccc2)cc2c1CCCC2=O	-15	12	-1	1	-9	-2	7	8	-9
COc1ccc(-c2nnc(CSc3nc4ccccc4c(=O)n3CC(C)C)o2)cc1OC	-30	-3	-37	1	4	26*	-6	-8	-4
CC(=O)OC(COc1ccccc1)Cn1cnc2ccccc21 (stereo unspecified)	15	1	-2	20	-3	-3	nt	-11	nt
Cc1cc(C)cc(NC(=S)NCCSc2ccc(Cl)cc2)c1	0	0	-9	3	-2	5	-2	-7	3
Cc1cc(C)c(C)c(C(=O)C2OC(=O)C(C)(C)C(=O)C2(C)C)c1C (stereo unspecified)	-12	1	0	1	-12	6	-2	-4	-2
CCOC(=O)CSc1nnc(C)n1N	-16	-2	8	2	-10	3	-2	-6	-2
CCOC(=O)c1c(C)nc2sc3c(=O)n(-c4ccc(C(C)=O)cc4)nnc3c2c1-c1ccc(OC)cc1	3	-1	-3	-1	-25	2	-5	0	1
Cc1ccc(N=CNc2ccc(C)cc2C)c(C)c1	5	0	-13	19	-67	nt	1	-8	-2
CC(C)C(NC(=O)c1ccco1)C(=O)OCC(=O)Nc1ccc(C(N)=O)cc1 (stereo unspecified)	6	4	20	-3	-2	8	0	-9	0
COc1ccccc1-n1c(-c2cc(-c3ccc(F)cc3)n[nH]2)n[nH]c1=S	2	3	-23	22	2	16	11	-7	12
CCC(C)(C)C1CCC2(CC1)NC(=O)N(CC(=O)Nc1nc(-c3ccc(C)cc3)cs1)C2=O (stereo unspecified)	5	-3	-11	0	9	4	3	-11	-4
Cc1cc2cc3c(cc2nc1SCC(=O)N1c2ccccc2CC1C)OCO3 (stereo unspecified)	-11	5	6	9	-2	4	0	-3	4
Cc1cccn(Cc2c(F)cccc2Cl)c1=O	16	5	14	4	-16	nt	1	0	-6
Cc1noc(C)c1COC(=O)c1ccc2c(c1)OCCO2	-12	4	18	-1	-7	4	1	2	-1
CC1=C(C(=O)OC(C)C)C(c2c(O)ccc3ccccc23)NC(=O)N1 (stereo unspecified)	-6	-8	-4	2	-3	2	1	0	0
O=C1C2CC=CCC2C(=O)N1Nc1ccccc1 (stereo unspecified)	12	6	5	17	-2	6	1	7	-2
CC(CCc1ccccc1)NC(=O)c1nnc(Cc2ccc(Cl)cc2)o1 (stereo unspecified)	15	-4	-10	15	-1	7	-1	2	2
CC(C)n1c(C(F)(F)F)nc2cc(C(=O)N3CCC(O)CC3)ccc21	2	5	-8	13	-4	nt	3	-4	-3
CC(=O)Nc1ccc(NC2=CC(=O)CC(C)(C)C2)cc1	-18	3	14	9	-4	-2	0	13	-2
COc1ccc(NC(=O)CC2C(=O)N(C)C(=S)N2Cc2ccncc2)cc1 (stereo unspecified)	-1	-5	-8	-2	-23	-1	0	-3	-2

An unsorted share of the library, and some 3.5% of all compounds hit somewhere here.
